LRH-1 inv ag – LRH-1 (NR5A2) inverse agonists, primary screen, cell-based, luminescence, HEK293T, StAR-luciferase reporter; 360,000 compounds, 0.13% hits; Nuclear receptor subfamily 5 group A member 2 (Homo sapiens), O00482; LRH-1 transfected, 24 h; AID 602396, 2012; inhibition, % at 3.6 µM;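 active means inhibition above the mean inhibition of all tested compounds plus 3 SD, cut at about 73% in these data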;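 further: 0% = DMSO wells and 100% = reporter-only cells lacking LRH-1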
NR2F2 inh – NR2F2 transcriptional activity inhibitors, primary screen, cell-based, luciferase reporter, HEK293T, luminescence. HEK293T NGFI-A luciferase reporter. inhibition, % at 8.6 µM. 370,000 compounds, 0.7% hits. AID 686940, 2013;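 active means inhibition above a per-plate cutoff, mean inhibition of test wells between control levels plus 3 SD, cut at about 38% in these data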;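 further: cells cotransfected with COUP-TFII expression vector driving the NGFI-A reporter; 0% = median of COUP-TF2 test wells and 100% = reporter-only cells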
MC4R barr agon – MC4R agonists recruiting beta-arrestin, primary screen, cell-based, luminescence, agonist arm of biased-ligand search; Melanocortin receptor 4 (Homo sapiens), P32245; U2OS MC4R beta-arrestin complementation; percent of melanotan II response, DMSO zero; activation, % at 8.9 µM; 360,000 compounds, 0.98% hits; AID 540308, 2011;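 active means activation above a per-plate cutoff, the mean activation of sample wells on that plate plus 3 SD, cut at about 8% in these data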
NOD2 RIPK2 PPI – NOD2-RIPK2 binding disruptors in cells, primary screen, fluorescence, CHO cells, BLA complementation. Receptor-interacting serine/threonine-protein kinase 2 (Homo sapiens), O43353. CCF4 ratio. inhibition, % at 4.98 µM. 360,000 compounds, 0.38% hits; in the data active means inhibition above about 21%;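 further: 0% = vehicle only and 100% = reference blocker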
NCOA3 inh – SRC3 coactivator transcriptional activity inhibitors, primary screen, cell-based, luminescence | Nuclear receptor coactivator 3 (Homo sapiens), Q9Y6Q9 | HEK293 GAL4-SRC3 luciferase reporter | inhibition, % at 3.6 µM | 360,000 compounds, 0.17% hits;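 active means inhibition above a per-campaign cutoff, the mean of all compounds plus 3 SD, cut at about 60% in these data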;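 further: 0% = DMSO-treated cells and 100% = gossypol-treated cells at 36 µM; higher means less SRC3-driven luciferase light from the GAL4 reporter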
MC4R antagonist – MC4R antagonists of cAMP signaling, primary screen, cell-based, TR-FRET, antagonist arm of biased-ligand search; Melanocortin receptor 4 (Homo sapiens), P32245; MC4R-expressing cells, MTII-stimulated cAMP, LANCE TR-FRET; inhibition, % at 6.5 µM; 360,000 compounds, 0.48% hits; AID 540295, 2011;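 active means inhibition above its plate's cutoff, the mean of tested wells on that plate plus 3 SD, cut at about 29% in these data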;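 further: 0% = Melanotan II alone and 100% = Melanotan II plus saturating MCL0020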
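material = U2OS cells stably expressing human melanocortin 4 receptor (MC4R) | also added = Melanotan II challenge | dosing = single nominal compound dose of 6.5 µM | detection = TR-FRET with Eu-cAMP and labeled anti-cAMP, 671 nm | replication = singlicate | timing = compound 30 min, challenge 1 h, detection 1 h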
ABHD5-PLIN5 inh – ABHD5-PLIN5 interaction inhibitors, primary screen, cell lysate, split luciferase complementation, luminescence; inhibition, % at 4 µM; AID 602281, 2012; Split G. princeps luciferase complementation, 4 h; 360,000 compounds, 0.78% hits;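 active means inhibition above the mean inhibition across every tested compound plus 3 SD, cut at about 22% in these data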;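 further: 0% = DMSO only wells and the 100% control is not disclosed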
EBV LMP1 NFkB – EBV LMP1-driven NF-kappaB luciferase reporter inhibitors, primary screen, cell-based, luminescence, single point. LMP1-induced NF-kappaB luciferase reporter cells. inhibition, % at 12.5 µM. 350,000 compounds, 0.69% hits. AID 504558, 2011; in the data active means inhibition above about 41%;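 further: 0% = neutral control wells and 100% = reference inhibitor control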
NCOA2 inhibitor – inhibition of GAL4-SRC2 driven luciferase reporter, primary screen, SRC2 inhibitor project, cell-based, luminescence; Nuclear receptor coactivator 2 (Homo sapiens), Q15596; HEK293 GAL4-SRC2 luciferase reporter; inhibition, % at 9 µM; 370,000 compounds, 0.17% hits; AID 651957, 2012;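 active means inhibition above the mean inhibition of all tested compounds plus 3 SD, set per campaign, cut at about 52% in these data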;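 further: 0% = DMSO treated cells and 100% = cells given Gossypol at 36 µM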
SRC1 inh – SRC1 coactivator transcriptional activity inhibitors, primary screen, cell-based, luminescence | inhibition, % at 3.6 µM | AID 588354, 2011 | HEK293 GAL4-SRC1 luciferase reporter | 360,000 compounds, 0.12% hits;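 active means inhibition above the campaign mean plus 3 SD, with each screening campaign given its own cutoff, cut at about 60% in these data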;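 further: 0% = DMSO treated cells and 100% = gossypol at 36 µM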
TLR9-MyD88 inh – inhibitors of TLR9-MyD88 association in cells, primary screen, cell-based, CHO, BLA complementation, fluorescence; Toll-like receptor 9 (Homo sapiens) + Myeloid differentiation primary response protein …; CCF4 FRET ratio; inhibition, % at 4.98 µM; 340,000 compounds, 0.21% hits; AID 504734, 2011;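 active means inhibition above the mean over all tested compounds plus 3 SD, cut at about 21% in these data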;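 further: 0% = DMSO only wells and 100% = clavulanate BLA inhibitor control wells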
Target sequence (Q99836 whole entry, looked up): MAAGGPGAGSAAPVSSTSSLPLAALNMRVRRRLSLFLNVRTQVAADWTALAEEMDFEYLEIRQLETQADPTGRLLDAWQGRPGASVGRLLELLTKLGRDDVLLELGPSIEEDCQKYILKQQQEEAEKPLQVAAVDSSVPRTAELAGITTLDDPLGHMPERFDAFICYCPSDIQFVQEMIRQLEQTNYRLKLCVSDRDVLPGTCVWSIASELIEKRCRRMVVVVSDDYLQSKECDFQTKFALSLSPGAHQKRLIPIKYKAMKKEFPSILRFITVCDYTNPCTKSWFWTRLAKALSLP
Target sequence (Q9NR96 whole entry, looked up): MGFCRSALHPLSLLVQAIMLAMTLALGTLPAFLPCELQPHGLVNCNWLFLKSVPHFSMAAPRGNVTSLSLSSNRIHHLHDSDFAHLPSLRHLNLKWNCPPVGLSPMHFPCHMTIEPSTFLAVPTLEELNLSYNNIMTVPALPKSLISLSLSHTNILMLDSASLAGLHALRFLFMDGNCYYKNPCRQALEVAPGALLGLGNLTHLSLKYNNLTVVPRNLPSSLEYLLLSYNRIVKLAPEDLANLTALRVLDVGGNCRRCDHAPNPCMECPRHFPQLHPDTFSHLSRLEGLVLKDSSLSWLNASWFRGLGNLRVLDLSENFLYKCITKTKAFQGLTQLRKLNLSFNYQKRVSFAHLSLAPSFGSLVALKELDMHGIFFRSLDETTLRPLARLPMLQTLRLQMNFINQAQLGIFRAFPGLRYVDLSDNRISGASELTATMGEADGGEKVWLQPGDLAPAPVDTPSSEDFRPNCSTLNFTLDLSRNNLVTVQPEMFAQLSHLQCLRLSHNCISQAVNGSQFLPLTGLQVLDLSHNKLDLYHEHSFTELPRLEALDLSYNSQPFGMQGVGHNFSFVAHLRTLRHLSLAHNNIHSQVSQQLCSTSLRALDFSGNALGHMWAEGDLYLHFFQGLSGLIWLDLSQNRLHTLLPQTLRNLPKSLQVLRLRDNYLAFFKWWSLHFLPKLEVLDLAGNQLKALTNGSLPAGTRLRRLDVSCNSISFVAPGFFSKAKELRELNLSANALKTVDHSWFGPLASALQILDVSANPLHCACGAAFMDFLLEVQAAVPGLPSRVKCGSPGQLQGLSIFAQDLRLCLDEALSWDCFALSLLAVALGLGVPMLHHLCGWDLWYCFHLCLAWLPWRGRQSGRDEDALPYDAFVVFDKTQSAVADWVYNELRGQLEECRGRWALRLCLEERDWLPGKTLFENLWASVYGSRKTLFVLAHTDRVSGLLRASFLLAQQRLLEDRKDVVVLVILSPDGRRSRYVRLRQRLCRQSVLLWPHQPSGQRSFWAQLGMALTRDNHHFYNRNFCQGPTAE
* hit, by the source's call; x = no result given; & = joins results of further samples. Only part of the results is shown; rates above refer to the full screens.

SMILES	LRH-1 inv ag	NR2F2 inh	MC4R barr agon	NOD2 RIPK2 PPI	NCOA3 inh	MC4R antagonist	ABHD5-PLIN5 inh	EBV LMP1 NFkB	NCOA2 inhibitor	SRC1 inh	TLR9-MyD88 inh
CCOc1ccccc1N1CCN(C(=O)c2c(-c3ccccc3Cl)noc2C)CC1	12	-10	-1.7	-4	-11	3	2	1	5	-13	2
O=C(Nc1ccc(N2CCN(C(=O)c3cccs3)CC2)cc1)c1cccnc1Cl	11	6	-0.1	-1	15	10	0	6	-7	-13	-5
OCCSc1ncnc2c1oc1ccccc12	-19	-1	1.7	-2	-27	-3	-2	-3	1	-11	8
COc1ccc(S(=O)(=O)Nc2ccc3c(c2)C(=O)N([C@@H](C)CO)C[C@H](C)[C@H](CN(C)CC2CC2)O3)cc1	-3	5	-0.1	-6	-17	7	2	-1	-4	-6	-4
O=C(O)C(CCCCNS(=O)(=O)c1ccc(F)cc1)NS(=O)(=O)c1ccc(F)cc1 (stereo not given)	10&3	1&9	-0.1&-2.3	-12&-6	-5&-1	4&0	5&1	4&-6	4&0	-10&-2	0&-5
Cc1ccc(C(=O)Nc2cccc(C(=O)NCc3ccco3)c2)cc1	5	-11	-2.5	13	17	5	12	-46	-40	4	11
O=C(NCc1cccs1)c1cc(-c2ccccc2)nn1CC1CC(c2cccc([N+](=O)[O-])c2)=NO1 (stereo not given)	-11	2	-1.9	0	6	4	5	7	1	-39	-5
CC1(C)CC(=O)C=C(c2ccc3ccccc3c2)C1	12	-10	1.3	-8	5	2	4	-17	-7	-16	3
CCOC(=O)N1CCN(C(=O)c2ccccc2N(Cc2ccccc2)S(=O)(=O)c2ccc(OC)cc2)CC1	12	17	-2.2	11	-3	-11	6	-5	2	8	-2
CC1(C(=O)NS(=O)(=O)c2ccccc2OC(F)(F)F)CCN1C(=O)Cc1ccccc1 (stereo not given)	7	11	-0.5	4	0	6	-5	x	13	-21	x
COc1cccc(NC(=O)CN(C)CC(=O)c2c(C)[nH]c3ccccc23)c1	0	-8	-3.0	2	15	-1	11	-5	10	2	9
Cc1ccc([N+](=O)[O-])cc1N(CC(=O)N1CCCCC1)S(C)(=O)=O	9	-4	-3.3	-5	21	-3	-6	-5	13	-4	-1
Cc1cccc(N2CC(C(=O)OCC(=O)c3c(N)n(CC(C)C)c(=O)n(C)c3=O)CC2=O)c1C (stereo not given)	17	12	-2.5	-2	15	8	3	-4	10	-18	-6
Nc1cccc(-n2nncc2-c2ccccc2)c1	10	5	0.7	-7	8	-2	-6	-18	-3	4	5
Cc1ccc(S(=O)(=O)N(C)C[C@@H]2Oc3ccc(NC(=O)CCC(F)(F)F)cc3CC(=O)N([C@@H](C)CO)C[C@@H]2C)cc1	14	-10	-0.3	-5	7	-8	-4	-2	-13	-3	-2
O=C(Nc1c2c(nn1-c1ccccc1)CS(=O)(=O)C2)c1ccc(Br)o1	-1	2	0.5	-12	-28	7	-4	0	-1	9	3
CN1CCN(S(=O)(=O)c2cccc(C(=O)NC3(C)CCS(=O)(=O)C3)c2)CC1 (stereo not given)	7	5	-1.3	-1	-6	-3	-2	-6	-43	8	-3
O=C1NCCC12C(=O)Nc1ccccc12 (stereo not given)	-5	0	-0.8	-16	11	9	-3	-1	1	10	-1
Cc1ccc(S(=O)(=O)N(C)C)cc1NC(=O)COc1ccc(-c2nnco2)cc1	13	5	0.2	-5	13	2	-1	0	10	-11	1
Cc1ccc(-n2nnnc2SCc2nnc(-c3ccccc3Br)o2)cc1	-7	-3	1.5	-1	-12	5	7	-11	-28	-22	-4
CCc1ccc(NC(=O)NC2CCCCCCC2)cc1	-90	-26	0.0	6	-90	0	-7	-69	-111	-74	-6
Cc1ccc(OCCc2csc(N)n2)cc1	-21	2	-2.3	-2	1	8	4	-10	-10	-23	0
CCC(C(=O)NCc1cccnc1)n1nc(C)c2sc3ccccc3c2c1=O (stereo not given)	10	-9	-2.2	-2	-14	17	1	3	-12	-2	-5
Cc1ccccc1NC(=O)Nc1nc(CN)cs1	-8	-22	-0.4	-2	-12	-6	-4	x	8	-2	x
Cc1cccc(NC(=O)c2onc3c2CCCC3)c1C	-161	-35	-1.6	-1	-63	7	-1	-17	-35	-75	-10
COc1ccc(C(=O)Nc2cc(C(F)(F)F)ccc2Cl)cc1OC	-15	3	-0.8	12	-5	4	-8	10	-17	9	-7
CCC(=O)Nc1ccc(C(=O)NNC(=O)c2cccs2)cc1	0	-1	-0.6	-1	-13	2	-2	-20	-18	4	3
Cc1nc(NC(=O)CN2CC(C)OC(C)C2)sc1C(=O)N(C)C (stereo not given)	12	-5	0.3	1	-12	1	0	-47	22	-5	-1
Cc1noc(C)c1-c1ccc(C(=O)NCCC(F)(F)F)c2occc12	9	-77	-1.0	-2	-8	13	-3	x	-90	-1	x
Cc1ccc(C(=O)Cc2nnc(C)s2)cc1	-49	-10	-0.7	4	-45	15	11	-10	-22	-50	-9
CC(/C=N/NC(=O)Cc1cccn1C)=C\c1ccco1	5	5	0.7	-3	0	10	11	-7	-11	5	-5
COc1nc(-c2ccc(C)cc2)ccc1-c1noc(-c2cccnc2)n1	3	-4	0.4	-7	-3	4	2	0	-20	2	-4
CCCCCOc1ccccc1C(=O)NCCCCCC(=O)O	-1	10	0.0	-14	-7	4	3	-2	9	2	-2
CC(CNC(=O)CN(C)CC(=O)Nc1ccccc1Br)c1ccccc1 (stereo not given)	4	29	-1.1	9	3	12	7	-11	-7	7	2
CSc1cc(-c2ccc(Cl)cc2)c(C(=O)NN)s1	0	12	2.9	-8	-4	-1	-8	-5	-8	5	-4
Cc1c(C(=O)C(=O)N2c3ccc(F)cc3CCC2C)c2ccccc2n1C (stereo not given)	30	-4	-2.0	-6	22	-23	-4	7	18	11	-4
COCCSc1nnc(NC(=O)Cc2ccccc2OC)s1	-10	-12	-1.8	-11	-8	9	-5	2	-1	-14	-2
COc1cccc(Oc2coc3c(CN4CCOCC4)c(O)ccc3c2=O)c1	6	-2	1.8	-3	6	-3	4	3	-20	7	1
COc1cc(NC(=O)c2sc3ncn(CC(=O)N4CCCC(C)C4)c(=O)c3c2C)cc(OC)c1OC (stereo not given)	3	-27	-0.8	-1	-16	8	-5	0	16	19	-7
O=c1[nH]c(=O)c2[nH]c(=S)n(-c3ccccc3)c2[nH]1	13	3	-2.7	-11	1	3	-9	2	1	2	4
CCC(C)C(NC(=O)OC(C)(C)C)C(=O)NC(C(=O)NC(C)C(N)=O)C(C)C (stereo not given)	4	-17	-3.2	-11	7	3	2	4	-5	-11	-6
COc1ccccc1Cc1c(-c2cccc(Br)c2)nc2c(C)cc(Br)cn12	-94	3	x	3	-32	x	-9	x	-52	-10	x
CCOC(=O)N1CCC(n2c(SCC(=O)NCc3ccco3)nc3ccsc3c2=O)CC1	7	x	-0.5	3	-4	15	3	0	x	-12	2
O=C(NCc1cccnc1)c1[nH]c(C(F)(F)F)nc1-c1ccccc1	-10	-1	x	-5	-12	x	-2	x	24	8	x
COc1ccc(NC(=O)CSc2nnc(-c3ccco3)n2N)cc1Cl	17	6	0.3	-6	-5	-1	5	-8	-5	-10	-11
CCCOc1ccc(-c2nc(C#N)c(N3CCN(C)CC3)o2)cc1	20	-5	-0.1	0	13	19	6	0	-5	8	4
O=C(CN1C(=O)c2ccccc2C1=O)c1ccccc1	-17	-6	-0.8	-9	14	14	8	1	-3	-10	-2
CC1CCN(C(=O)C2CCN(S(=O)(=O)c3cccnc3)CC2)CC1	-2	-9	-1.2	-2	24	11	-5	12	-34	-5	4
COc1ccc(CNC(=O)c2csc(Cc3ccc(Cl)cc3)n2)cc1	-18	12	0.8	5	-1	6	6	2	-3	-14	-9
COc1cc(SC)ccc1C(=O)NC(C)C	-12	-1	-1.0	-6	-2	-1	-7	-3	-24	6	-3
Cc1ccc2c(=O)cc(C(=O)NCCc3ccc(S(N)(=O)=O)cc3)oc2c1	6	x	-1.1	2	24	0	-2	0	x	-4	6
CC[C@H](C)[C@H](NC(=O)OCc1ccccc1)C(=O)Nc1ccc(NC(C)=O)cc1	-7	-10	-1.0	-23	6	0	0	0	5	2	-1
CC(C)(C)c1ccc(S(=O)(=O)N2CC(C(=O)O)Oc3ccc(Cl)cc32)cc1 (stereo not given)	-9	5	-0.5	-12	-6	3	-1	-7	-15	11	0
CCOC(=O)N1CCN(C(=O)CCn2c(=O)[nH]c3ccsc3c2=O)CC1	17	8	0.9	-2	-15	24	1	2	-35	-10	-1
CC(C)CC1NC(=O)N(Cc2nc3ccccc3s2)C1=O (stereo not given)	13	-17	-1.3	-12	-18	-1	-1	-7	3	-14	1
CN1C(=O)/C(=C/c2ccc(OCc3cccc(F)c3)cc2)NC1=S	-4	-4	6.9	7	5	6	0	-11	-8	-15	3
CCOc1ccc(NC(=O)CN(C)C(=O)c2ccccc2-n2cnnn2)cc1OCC	22	13	1.4	-8	6	-3	2	-2	6	-19	-4
CCCN(CCC)CCNC(=O)C1(O)c2ccccc2NC(=O)N1c1cccc(OC)c1 (stereo not given)	-13	-1	-0.7	0	-10	-4	7	6	-4	-121	-7
CCOc1ccc(/C(O)=C2\C(=O)C(=O)N(CCOCCO)C2c2ccccc2OC)cc1 (stereo not given)	2	7	-0.6	0	12	-1	-6	0	5	-6	10
Cc1cc(C)n(-c2ncnc3sc(C)c(C)c23)n1	3	6	-0.6	-12	17	-4	5	6	-24	-1	-4
COc1ccc(C(c2c(O)ccc3ccccc23)N2CCOCC2)c(OC)c1 (stereo not given)	-73	-26	-4.1	48*	-77	5	96*	-43	-32	-304	1
COc1ccc(N2CCN(C(=S)Nc3cccc(C)c3C)CC2)cc1	3	-5	-1.1	2	5	-3	-3	6	-24	5	-11
O=C(Nc1ccc2c(c1)C(=O)OC2)c1ccccc1Cl	-6	3	-0.2	1	-26	13	2	-9	-18	-17	-4

Bioassay records deposited in PubChem BioAssay by several laboratories.
